FN deposit inh: inhibitors of fibronectin matrix deposition, primary screen, AH1F cells, Alexa488-fibronectin fluorescence, plate reader | AID 743247, 2014 | 350,000 tested, 0.086% active | inhibition, % at 12.6 µM | AH1F fibroblasts, overnight;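 active means mean inhibition across replicates of 30% or more, regardless of how many single replicates reach that level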;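 further: positive control wells lacked labelled fibronectin entirely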
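Schedule: 1 h cell adhesion before compound, then overnight fibronectin incubation; test system: AH1F fibroblast monolayer depositing Alexa488-labelled fibronectin into matrix; quantity: 10000 AH1F cells per well; probe or stimulus: fluorescent fibronectin at 24 nM final; signal: fluorescence, ex 485 nm, em 525 nm; evaluation: percent inhibition as loss of matrix-bound fibronectin fluorescence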
GSIS activator: GLuc luminescence reporter in INS-1E cells, primary screen for activators of glucose-dependent secretion of insulin. INS-1E GLuc reporter insulin secretion, 2-3 h. activation, % at 16.6 µM. 370,000 tested, 0.61% active;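 active means lowest replicate activation of at least 40%, so every replicate reaches that level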;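 further: 0% = median of neutral control wells and 100% = median of IBMX positive control wells; some compounds called inactive have numbers as strong as hits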
* marks the source's active call; other numbers are inactive results.

SMILES | FN deposit inh | GSIS activator
O=C(O)c1ccccc1SC1CC(=O)N(c2ccccc2)C1=O (centres undefined) | 2.3 | 21.1
C/C(CC(=O)N1CCN(C=O)CC1)=N\NC(=O)c1cc2ccccc2cc1O | -6.2 | 4.3
CC1CCc2sc(C(=O)OCC(=O)NCc3ccccc3)cc2C1 (centres undefined) | 7.6 | -5.9
O=C(N/N=C/c1cc(Cl)ccc1O)c1ccc(Br)cc1 | 4.7 | 41.2*
CC1CCN(c2ccc(/C=N\Nc3nncn3N)cc2[N+](=O)[O-])CC1 | 0.0 | -13.5
CC(/C=N/NC(=O)c1cc(C(C)C)[nH]n1)=C\c1ccccc1 | 10.7 | -11.6
Cc1ccc(/C=C/C(=O)OC(C)C(=O)Nc2ccc(Cl)cn2)o1 (centres undefined) | -11.1 | -25.9
C=CCCC1(C)C(=O)N(c2ccccc2)c2ccccc21 (centres undefined) | 7.6 | -2.2
CCN1C(=O)C(C)S/C1=N\S(=O)(=O)c1ccc(F)cc1 (centres undefined) | -2.2 | 21.0
COC(=O)CCC(=O)NC(=S)Nc1c(C)cccc1C | -2.9 | 3.1
COc1cc(/C=N/NC(=S)NC(C)C)ccc1OCC(=O)Nc1c(C)cc(C)cc1C | -3.1 | 96.9
COc1ccc(OCC(=O)N/N=c2\oc3c(OC)cccc3cc2C(N)=O)cc1 | 10.8 | 4.7
C=CCNC(=O)CC(=O)N/N=C/c1ccc(F)cc1 | 7.3 | -7.8
COC(=O)c1sc(NC(=O)CSc2nnc(Cn3nnc4ccccc43)n2C)nc1C | -6.8 | 9.1
COc1ccc(OCC(=O)Nn2c(-c3ccc(C)cc3)nc3ccccc3c2=O)cc1 | -3.8 | 17.8
O=C(N/N=C/c1ccc(N2CCOCC2)o1)c1ccccc1[N+](=O)[O-] | 6.0 | 5.5
CC(=O)Nc1ccc2c(c1)CC(=O)N(C)C[C@H](C)[C@@H](CN(C)C(C)=O)O2 | -0.2 | -8.3
O=C(Nc1ccc2c(c1)OCCO2)c1coc2ccccc2c1=O | 0.8 | 3.5
CCOc1ccc(-c2nnc(-c3ccncc3)o2)cc1OCC | -6.7 | 12.3
CCN1CCN(c2cc(N3CCc4ccccc4C3)c(F)cc2[N+](=O)[O-])CC1 | -3.5 | -8.6
COc1ccc(S(=O)(=O)N(C)C[C@H]2Oc3c(NC(=O)NC4CCCCC4)cccc3C(=O)N([C@@H](C)CO)C[C@@H]2C)cc1 | 5.3 | -25.7
Cn1cnc([N+](=O)[O-])c1Oc1ccc2ccccc2c1 | -8.5 | 4.4
C[C@@H]1CC=CC[C@H](c2ccc3c(c2)OCO3)NC(=O)[C@@H](Cc2ccccc2)N(C)C(=O)c2ccccc2O1 (mixture of isomers) | -14.1 | -42.7
Cc1ccnc(NC(=S)NC(=O)/C=C/c2ccc(Cl)cc2)c1 | -2.2 | 23.8
O=C(Nc1ccccc1-c1ccccc1)c1cccc(C(F)(F)F)c1 | -0.4 | -14.1
COc1ccc(F)cc1S(=O)(=O)NCc1ccccc1 | -2.4 | 1.6
CC(C(=O)N=Nc1c(O)[nH]c2ccccc12)n1cnc2ccccc2c1=O (centres undefined) | -1.6 | 6.8
CC(=O)N1CCCC(C(=O)c2ccc3c4c(cccc24)CC3)C1 (centres undefined) | 0.8 | -21.2
COc1ccc(S(=O)(=O)Nc2ccc3c(c2)C(=O)N([C@H](C)CO)C[C@@H](C)[C@H](CN(C)C(=O)Nc2ccccc2)OCCCC[C@H](C)O3)cc1 | -6.1 | -18.2
Cn1cc(/C=C(\C#N)C(=O)Nc2ncc(Cc3ccc(Cl)cc3)s2)c2ccccc21 | 9.3 | -19.9
CCC(=O)c1cc2c(C)cc(=O)oc2c(C)c1OC(C)=O | 1.7 | 7.8
Cc1ccc(NC(=O)COC(=O)CCC(=O)c2ccc(C(C)(C)C)cc2)c([N+](=O)[O-])c1 | -0.1 | 19.9
COc1ccc(/C=N/NC(=O)CC2N=C(Cc3ccccc3)NNC2=O)cc1OC (centres undefined) | -5.5 | 13.3
O=C(COC(=O)c1ccccc1)Nc1cccc(S(=O)(=O)NC2=NCCCCC2)c1 | 5.9 | 8.7
O=C(CNC(=O)c1ccc(Oc2ccccc2)cc1)OCc1ccc(Br)cc1 | -2.3 | -1.9
CCOC(=O)CNS(=O)(=O)c1ccc(C)cc1 | 3.6 | -23.9
C[C@H]1CC(=O)N[C@H](c2ccccc2)C/C=C\C[C@H](c2ccc3c(c2)OCO3)NC1=O | -5.9 | -9.4
COc1ccc(C(=O)Nc2ccc(SC(F)F)cc2)cc1 | -2.6 | 7.7
CC(Nc1nc(N2CCOCC2)nc2ccccc12)c1ccccc1 (centres undefined) | 0.5 | 35.2
COc1ccc(C2NC(C(=O)O)CS2)cc1COCC(F)(F)F (centres undefined) | 10.6 | 15.9
COc1cccc(NC(=O)Cn2c(=O)n(-c3ccccc3)c(=O)c3oc4ccccc4c32)c1 | 4.1 | -19.1
FC(F)(F)c1cccc(N2CCN(C(=S)NC3CCCCC3)CC2)c1 | -7.3 | -28.9
COc1ccc2c3c([nH]c2c1)[C@@H](CO)N(Cc1ccccc1)CC31CN(C(=O)c2ccccn2)C1 | 6.0 | -3.9
CCc1nnc(NC(=O)c2cccc(S(=O)(=O)N(C)c3ccccc3)c2)s1 | -1.4 | -2.2
COc1ccccc1NC(=O)N(C)C[C@H]1OCc2ccccc2-c2ccccc2C(=O)N([C@H](C)CO)C[C@@H]1C | -0.6 | -3.1
COC(=O)c1sc(NC(=O)/C=C/c2ccc(C)o2)nc1C | 10.6 | -26.7
O=S(CC1CC1(Cl)Cl)CC1CC1(Cl)Cl (centres undefined) | 1.7 | 10.1
O=C1SCC(c2ccccc2)=NN1Cc1ccccc1 | 1.2 | -7.3
Cc1ccc(-n2c(SCC(=O)N/N=C/c3c(C)nn(-c4ccccc4)c3C)nc3ccccc3c2=O)cc1 | -4.6 | 1.5
CCOC(=O)c1cccc(NC(=O)/C=C/c2ccc3c(c2)OCO3)c1 | -1.6 | -14.3
O=C1CS/C(=N/N=C2C3CC4CC(C3)CC2C4)N1 | 0.8 | -14.8
N=c1ncn(Cc2ccccc2)c2nc(SCCOc3ccccc3)[nH]c12 | 8.4 | -8.7
COc1ccc(C(=O)C(OC(=O)c2ccccc2Cl)c2ccccc2)cc1 (centres undefined) | -1.2 | 7.7
Cn1c(=O)c2c(ncn2CC(O)CNc2cccc(Cl)c2)n(C)c1=O (centres undefined) | -8.4 | -13.8
Cc1ccc(O)c(N=Cc2cccs2)c1 | -1.8 | 4.7
COc1cc(/C=C2/C(=O)CNC2=O)ccc1O | 2.0 | 13.4

Random excerpt: four entries already listed.
SMILES | FN deposit inh | GSIS activator
Cc1ccc(O)c(N=Cc2cccs2)c1 | -1.8 | 4.7
N=c1ncn(Cc2ccccc2)c2nc(SCCOc3ccccc3)[nH]c12 | 8.4 | -8.7
O=C1CS/C(=N/N=C2C3CC4CC(C3)CC2C4)N1 | 0.8 | -14.8
CCOC(=O)c1cccc(NC(=O)/C=C/c2ccc3c(c2)OCO3)c1 | -1.6 | -14.3

The list continues.
SMILES | FN deposit inh | GSIS activator
CCOC(=O)C1CCN(C(=O)Nc2ccc(OC)c(OC)c2)CC1 | 4.7 | 17.2
O=c1cc(NS(=O)(=O)c2ccccc2)nc(SCc2c(Cl)cccc2Cl)[nH]1 | -5.3 | -11.1
O=c1[nH]c(CSc2ccccn2)nc2c1cnn2-c1ccccc1 | -5.8 | 6.4
Cc1ccc(/C=N/n2c(=O)c(C(C)(C)C)nn3cnnc23)cc1 | -8.7 | -0.1
C[C@@H]1CN(C)C(=O)Cc2cc(N)ccc2O[C@H]1CN(C)C(=O)OC(C)(C)C | -14.7 | 4.9
CCN(C(=O)CSc1nnc2c3ccccc3n(CC)c2n1)C1CCS(=O)(=O)C1 (centres undefined) | -0.3 | 9.4
CCC(c1n[nH]c(=S)n1-c1ccccc1)N(C)C (centres undefined) | -4.3 | 5.4
C[C@H]1CC(=O)N[C@@H](c2ccccc2)C/C=C\C[C@H](c2ccc3c(c2)OCO3)NC1=O | -8.0 | 9.2
CC[C@@H]1CC=CC[C@@H](C)Oc2ccccc2C(=O)N(C)[C@H](C(C)C)C(=O)N1 (mixture of isomers) | -10.1 | -5.0
CCOC(=O)C(Cc1ccccc1)C(=O)Nc1ccc(N(CC)CC)cc1 (centres undefined) | 7.1 | -21.5
Cc1nn(C(C)C(=O)NNC(=S)Nc2ccc(F)cc2)c(C)c1[N+](=O)[O-] (centres undefined) | 6.4 | 6.5
O=C(Nc1ccc2c(c1)CCC2)c1ccccc1F | 0.0 | -0.7
Cc1ccc(NS(=O)(=O)c2cc(NC(=O)c3ccc4c(c3)NC(=O)CS4)ccc2C)c(C)c1 | 13.7 | -3.8
COc1cc2c3nnc(-c4ccc(F)cc4)c-3cn(Cc3ccccc3F)c2cc1OC | -54.6 | 12.3
COc1cc(CNc2ccc(C(=O)O)cc2)cc(Br)c1OCC(=O)NC(C)(C)C | -3.9 | 30.1
CC1(C)C2CCC(C2)C1(C)NC(=O)CNCC1CCCCC1 (centres undefined) | 16.0 | -17.3
COc1ccc(/C=N/N=C2\SCC(=O)N2c2c(C)n(C)n(-c3ccccc3)c2=O)cc1OC | 4.2 | 6.9
O=C(Nc1cccc(F)c1)NC1(C(=O)N2CCOCC2)CCCCC1 | -3.8 | 0.5
Cc1ccc(S(=O)(=O)N2CCN(CC(=O)Nc3ccc([N+](=O)[O-])cc3)CC2)cc1C | 2.4 | -31.9
Cc1ccc(S(=O)(=O)c2nnn3c2nc(N2CCCCC2)c2ccccc23)cc1 | 1.2 | -2.0
CC(C)=N/N=C1/NC(=O)C(CC(=O)Nc2cc(Cl)ccc2C)S1 (centres undefined) | -0.7 | 2.0
CC(C)[C@H]1C(=O)NCCC=CC[C@H](C)Oc2ccccc2C(=O)N1C (mixture of isomers) | 4.1 | 6.4
CCC(C(=O)Nc1c[nH]c(=O)[nH]c1=O)c1ccccc1 (centres undefined) | -0.6 | -0.2
Cc1sc2nc(CN3CCOCC3)nc(Cl)c2c1C | -1.0 | 9.9
CNC[C@@H]1OCc2ccccc2-c2c(n(C)c3ccccc23)C(=O)N([C@@H](C)CO)C[C@H]1C | 0.2 | 29.9
CCOc1ccc(C(=O)Nc2cc(-c3nc4ccccc4[nH]3)ccc2Cl)cc1[N+](=O)[O-] | 19.2 | 19.1
CCOc1ccccc1Nc1nnc(SC(C)C(=O)Nc2nc(-c3ccccc3)cs2)s1 (centres undefined) | -2.9 | 12.1
O=C(C1CCN(Cc2ccc(F)cc2)CC1)N(CCc1ccccc1)Cc1ccccc1 | -3.9 | -31.6
O=C(N/N=C/c1ccc(Cl)c([N+](=O)[O-])c1)C1CC1 | 4.5 | -6.0
Cc1nn(-c2ccccc2)c(NC(=O)c2cccs2)c(-c2ccccc2)c1=O | -2.4 | -1.7
CCOC(=O)c1nn(-c2cccc(C)c2)c2nnc(Cc3ccc(C)cc3)c(=O)n12 | 2.6 | -15.3
CC(C)=CC(=O)OCC(=O)Nc1cccc([N+](=O)[O-])c1 | 6.4 | 5.2
COc1ccc(CNC(=S)Nc2cc(OC)ccc2OC)cc1 | -0.3 | 13.6
OCC(Cc1ccccc1)NCc1ccccc1C(F)(F)F (centres undefined) | -0.6 | -6.9
CS(=O)(=O)N(Cc1ccc(C(=O)NN=C2CCCC2)cc1)c1ccccc1 | 0.8 | 6.2
CCCCSc1n[nH]c(N)n1 | -0.8 | 8.0
O=C(NCCCn1ccnc1)c1cc2ccccc2oc1=O | 5.5 | 28.1
CCn1cc(/C=N\NC(=O)Cc2ccc(Cl)cc2)cn1 | -2.7 | -4.4
COc1ccc2nc(NC(=S)NC(=O)c3ccco3)sc2c1 | -0.6 | 31.4
Cc1sc2nc(CSCC(=O)Nc3c(Cl)cccc3Cl)[nH]c(=O)c2c1C | 3.8 | 6.4
CC(C)C(=O)N=C1NC(=O)CS1 | -4.4 | 10.0
O=C1N[C@H](c2ccccc2)COCc2cn(nn2)CC[C@H](Cc2ccc(C(F)(F)F)cc2)C(=O)N[C@H](c2ccccc2)COCc2cn(nn2)CC[C@@H]1Cc1ccc(C(F)(F)F)cc1 | 8.9 | 1.6
O=C1C2C(c3ccccc3)C=CC(c3ccccc3)C2C(=O)N1c1ccccn1 (centres undefined) | -2.2 | -3.4
O=C(NNC(=S)Nc1cccc(Cl)c1)c1ccccc1OC(F)F | -3.5 | -22.6
COc1cc(C(=O)NC(=S)Nc2ccc3c(c2)C(=O)N(C)C3=O)cc(OC)c1OC | 5.0 | -3.7
CC(=O)N(C)C[C@H]1Oc2ccccc2CC(=O)N(C)C[C@@H]1C | -13.2 | -0.5
COc1cc(NC(=O)/C=C/c2ccccc2[N+](=O)[O-])cc(OC)c1 | 1.5 | 1.4
O=C(NCc1cccnc1)C(=O)NCC1OCCCN1S(=O)(=O)c1ccccc1 (centres undefined) | -3.9 | 10.7
O=C(c1ccc([N+](=O)[O-])cc1)N1CCN(Cc2ccccc2[N+](=O)[O-])CC1 | 2.6 | -11.6

Screens (PubChem BioAssay)

Only part of the results is shown; the hit share may differ from the screen's.
